# Bioassay records: PubChem, several laboratories
# ABHD4 inh: inhibits mouse alpha/beta hydrolase domain 4; Q8VD66; purified mABHD4, FP-Rh probe fluorescence polarization; inhibition, % at 8.92 µM; hit rate 0.54% among 370,000;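 active means inhibition exceeding the mean over every tested compound plus 3 SD, cut at about 30% in these data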;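 further: 0% = plate median of compound wells and 100% = S159A mutant with DMSO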
#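 Assay system: mouse ABHD4 enzyme, wild type / Also added: fluorescent activity-based probe FP-Rh / Doses: single nominal dose of 8.92 µM, 0.89% DMSO final / Timing: 45 min compound pre-incubation plus 60 min probe step, 25 °C / Signal: FP readout, ex 525 nm / em 598 nm / Control set: S159A mutant/DMSO as 100%, compound-well median as 0%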
# HTRA1 inhibitor: HTRA1 (human) protease inhibition; Q92743; recombinant HTRA1, FP-rhodamine activity-based probe, fluorescence polarization; inhibition, % at 5.96 µM; hit rate 0.5% among 340,000; in the data active means inhibition above about 36%;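 further: 0% = enzyme with DMSO and 100% = wells lacking enzyme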
# NR1D1 modulator: modulates human Rev-erb alpha binding to DNA. P20393. Rev-erbα–FITC-DNA binding, fluorescence polarization, 90 min. activity, % at 10 µM. hit rate 0.79% among 370,000. AID 1259318;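 active means activity above about 14%, limit read from the data; passing the limit was not always enough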;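 further: 0% = DMSO wells with 35 nM protein and 100% = DMSO wells with 750 nM protein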
# ASAP1 inh: ASAP1 ArfGAP inhibition | Q9ULH1 | ASAP1-stimulated ARF1 GTP hydrolysis, GDP FP detection | inhibition, % at 16.5 µM | hit rate 0.19% among 360,000 | AID 624377; in the data active means inhibition above about 25%;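 further: 0% = vehicle with enzyme and substrate and 100% = no enzyme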
# GC-A act: GC-A (human) enzyme activation | activation, % at 10 µM | AID 1671463 | P16066 | hit rate 0.14% among 370,000 | HEK293 GC-A cells, cGMP TR-FRET, EC30 ANP; 0% at EC30 ANP, 100% saturating ANP; in the data active means activation above about 40%
# ARFGAP1 inh: inhibitors of rat ARFGAP1; Q62848; Arfgap1-stimulated ARF1 GTP hydrolysis, GDP FP detection; inhibition, % at 16.5 µM; hit rate 0.26% among 360,000;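 active means inhibition above a per-plate limit, mean inhibition of low control wells plus 3 SD, cut at about 25% in these data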;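 further: 0% = DMSO wells with enzyme and 100% = wells lacking Arfgap1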
#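 System: truncated rat Arfgap1 GAP domain / Medium: HEPES-based buffer, pH 7.5 / Also added: N-terminally truncated human ARF1-GTP substrate / Incubation: enzyme reaction 120 min at 25 °C after 20 min preincubation / Measured by: FP of antibody-bound GDP Alexa 633 tracer, ex 620/em 688 nm / Replicates: singlicate, each compound tested once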
# SMARCA2 activ: activators of SMARCA2 function | hit rate 1% among 370,000 | activation, % at 9.1 µM | MG213 cells, MMTV-luciferase reporter, dexamethasone, overnight; in the data active means activation above about 7.8%;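 further: 0% = vehicle wells and 100% = reference activator wells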
# GC-B act: GC-B (human) receptor activation; P20594; HEK293-GC-B cells, CNP EC30, cGMP TR-FRET; 0% at EC30 CNP, 100% saturating CNP; activation, % at 10 µM; hit rate 0.11% among 370,000; AID 1920062;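 active means activation at 10 µM reaching about 35% in either raw or pattern-adjusted values, limit read from the data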
# Target sequence (P20594 whole entry, looked up): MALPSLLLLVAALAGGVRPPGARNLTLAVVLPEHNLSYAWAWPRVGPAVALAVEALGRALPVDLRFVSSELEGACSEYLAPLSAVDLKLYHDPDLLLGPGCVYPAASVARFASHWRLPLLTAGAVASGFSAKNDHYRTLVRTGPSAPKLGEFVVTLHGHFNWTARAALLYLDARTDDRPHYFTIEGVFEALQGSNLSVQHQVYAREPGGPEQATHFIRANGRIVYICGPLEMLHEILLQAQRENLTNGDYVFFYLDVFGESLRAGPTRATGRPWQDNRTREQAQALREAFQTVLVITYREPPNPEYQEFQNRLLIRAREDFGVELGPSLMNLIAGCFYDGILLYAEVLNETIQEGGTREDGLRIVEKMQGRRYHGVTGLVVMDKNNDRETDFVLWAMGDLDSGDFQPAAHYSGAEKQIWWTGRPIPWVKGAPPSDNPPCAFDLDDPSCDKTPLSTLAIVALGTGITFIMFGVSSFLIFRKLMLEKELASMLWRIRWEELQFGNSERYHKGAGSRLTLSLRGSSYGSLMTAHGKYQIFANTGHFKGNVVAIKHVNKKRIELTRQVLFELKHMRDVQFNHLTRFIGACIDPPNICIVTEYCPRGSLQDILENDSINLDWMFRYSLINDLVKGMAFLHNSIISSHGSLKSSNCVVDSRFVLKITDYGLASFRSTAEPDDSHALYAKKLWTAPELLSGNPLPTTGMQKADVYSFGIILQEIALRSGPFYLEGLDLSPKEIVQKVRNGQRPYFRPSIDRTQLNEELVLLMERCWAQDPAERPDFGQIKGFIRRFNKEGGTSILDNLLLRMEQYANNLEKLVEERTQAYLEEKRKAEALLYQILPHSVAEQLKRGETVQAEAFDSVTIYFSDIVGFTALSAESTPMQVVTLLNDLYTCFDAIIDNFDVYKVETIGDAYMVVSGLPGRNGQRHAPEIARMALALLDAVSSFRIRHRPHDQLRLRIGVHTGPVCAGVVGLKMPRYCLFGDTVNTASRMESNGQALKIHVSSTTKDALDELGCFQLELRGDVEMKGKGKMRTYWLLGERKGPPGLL
# rCAG binder: molecules binding r(CAG) RNA repeats; r(CAG) RNA repeat, TO-PRO-1 dye displacement fluorescence; inhibition, % at 3 µM; hit rate 1.3% among 370,000; AID 651821;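 active means inhibition above the plate cutoff, the mean of all test compounds on that plate plus 3 SD, cut at about 35% in these data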;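 further: 0% = DMSO alone and 100% = 100 µM mitoxantrone as full dye displacement; higher means more dye released from RNA so lower well fluorescence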
# PG9 binder: PG9 antibody binding by small molecule; inhibition, % at 6.7 µM; hit rate 0.43% among 360,000; AID 624416; TR-FRET gp120-PG9 antibody binding; in the data active means inhibition above about 8.5%
# The depositor's hits bear a star; . = not tested or not shown.
SMILES,ABHD4 inh,HTRA1 inhibitor,NR1D1 modulator,ASAP1 inh,GC-A act,ARFGAP1 inh,SMARCA2 activ,GC-B act,rCAG binder,PG9 binder
Cc1cc(CNC(=O)COc2c(F)c(F)cc(F)c2F)c2ccccc2n1,5,-2,2,-8,1,0,1,4,-1,1.4
CCn1nc(C)c(CN2CCCC(CO)(Cc3cccc(Cl)c3)C2)c1C (stereo unspecified),-1,7,-3,5,-23,-3,-1,-16,-7,0.4
Cc1cc(-c2ccc(C)c(S(=O)(=O)NCCC(C)N3CCCCCC3)c2)on1 (stereo unspecified),1,5,-7,-1,-1,12,3,-5,0,-1.3
CCN(c1ccccc1)S(=O)(=O)c1cccc(C(=O)NCc2cccnc2)c1,0,-1,-2,8,3,-3,0,0,-4,-1.4
COC(=O)C1CCN(C(=O)c2cc3c(=O)n4cccc(C)c4nc3n2Cc2ccccc2)CC1,2,0,40*,4,-2,6,4,2,0,-3.4
CC(C)(C)c1ccc(C(=O)NCCC(=O)Nc2ccc(S(=O)(=O)Nc3nccs3)cc2)cc1,-1,-3,0,-2,2,6,-1,3,57*,-1.6
C=CCn1c(NCc2ccccc2OC)nc2ccccc21,-1,2,-6,-6,-6,-11,-1,-10,-2,-0.3
CCCN1C(=O)c2ccccc2NC1c1ccc(OC)c(CSc2ccccn2)c1 (stereo unspecified),6,-13,0,11,-27,11,-1,-6,-5,-1.4
COc1ccc(-c2nc3ccccc3n2CCC(C)C)cc1OC,0,-12,1,1,-5,6,-1,-4,-7,0.2
N=P(N1CCOCC1)(N1CCOCC1)C12CC3CC(CC(C3)C1)C2,-1,7,4,3,0,-5,-3,-1,-2,0.2
CC(=O)c1ccc(S(=O)(=O)NCC2(N3CCOCC3)CCCCC2)cc1,0,-3,-11,0,5,-3,-2,3,3,0.7
CCCCCC(=O)Nc1cc(S(=O)(=O)N2CCOCC2)ccc1N1CCCCC1,1,-2,2,-8,3,-8,-2,5,-5,1.5
O=C(Nc1nc(-c2ccccc2)cs1)NC1CCCCC1,-12,-28,1,6,15,-5,0,4,6,-2.5
COc1cccc(CNC2CCC23CCC(C)CC3)c1 (stereo unspecified),8,.,-8,.,-13,.,.,-15,.,.
O=C1CCC(=O)N1CNc1ccc(Oc2ccccc2)cc1,-3,-3,9,6,3,0,-2,-5,1,-2.2
O=c1cc(CSc2nnnn2-c2ccccc2)nc2nc[nH]n12,1,-7,2,-1,1,-10,-3,1,-1,3.3
Cc1ccc(N2C(=O)CC(Sc3ncccn3)C2=O)cc1C (stereo unspecified),4,10,2,0,2,-5,-1,-3,-1,0.4
CCCNC(=O)C1(C)CCN(Cc2ccc(-c3ccccc3)o2)C1 (stereo unspecified),-4,.,-5,-1,3,15,-1,3,7,-1.2
Cc1onc(-c2c(Cl)cccc2Cl)c1C(=O)NNC(=O)c1c(-c2c(Cl)cccc2Cl)noc1C,15,1,0,0,-1,9,-1,4,4,-12
Cn1c(SCC(O)c2ccccc2)nnc1-c1ccc2ccccc2c1 (stereo unspecified),-4,-1,-1,15,-3,-2,-6,-1,-4,-0.7
COc1ccc(/C=C/C(=O)N(Cc2cccs2)C2CCS(=O)(=O)C2)cc1 (stereo unspecified),0,-5,-4,-9,-4,9,-6,-3,-6,-0.8
O=C(O)c1ccc(/C=N/N2CCN(c3ccccc3)CC2)cc1,0,-11,0,14,-2,-11,2,3,0,-1.0
COc1ccc(C2=CC(=O)C[C@H](c3ccc(Cl)cc3)C2)cc1,3,-49,2,-1,2,10,0,-6,10,0.0
O=C(CCn1c(=O)[nH]c2ccsc2c1=O)N1CCN(c2cccc(Cl)c2)CC1,-1,5,.,-14,.,-7,-1,.,-2,0.4
Cc1ccc(CNC(=O)CCS(=O)(=O)c2ccc(Cl)cc2)cc1,-2,2,-2,-3,3,5,-2,0,-2,-2.0
CC(C)OC(=O)C(C)Nc1ccc(F)c(Cl)c1 (stereo unspecified),-1,3,-5,6,1,-8,1,-1,-4,-2.0
COc1ccc(NC(=O)CS(=O)(=O)Cc2nc(-c3ccc(C)cc3)oc2C)cc1,2,-7,-1,-2,-2,1,-2,5,2,1.1
CCCCCCCCN1[C@@H](CC(=O)OCC)c2cc(F)ccc2S1(=O)=O,-7,-28,8,2,-1,-5,-1,0,0,1.0
Cc1ccc(S(=O)(=O)N(C)c2ccc(C(=O)N3CCN(Cc4ccc5c(c4)OCO5)CC3)cc2)cc1,-11,-14,-4,7,0,-4,-5,-1,-1,-3.8
COc1ccc(C(C)=O)cc1COC(=O)c1c(C)noc1C,2,-10,-6,-8,3,6,-1,3,-5,0.8
ON=C1c2ccccc2-c2ccc(Br)cc21,-64,-46,5,8,1,6,0,-8,14,0.4
O=C(/C=C/c1cccs1)N1CCOCC1,2,5,-1,-3,-1,2,0,4,0,-2.6
Cc1[nH]c(C)c(S(=O)(=O)NCC(C)c2ccccc2)c1C(=O)N1CCCCC1 (stereo unspecified),0,7,1,14,-3,-1,-1,1,-4,-2.0
COc1ccc(-c2nc(CS(=O)CC(=O)NCCC3=CCCCC3)c(C)o2)cc1 (stereo unspecified),1,-4,-3,2,-6,2,1,-3,0,-2.2
N#Cc1c(N)n[nH]c1-c1cc2c([nH]1)CCCC2,11,6,-6,-12,-6,-7,1,-2,7,-1.2
CCOC(=O)C1C(=O)C=C(c2ccc(Br)cc2)CC1c1ccco1 (stereo unspecified),0,-24,6,-19,-2,-3,-1,-10,-6,-1.9
O=S(=O)(c1ccccc1)N1CCN(c2nc(-c3cccnc3)nc3ccccc23)CC1,1,-13,-1,9,0,4,-2,0,0,-0.8
CCCOc1ccc(C(=O)OCC(=O)c2c(N)n(C)c(=O)n(C)c2=O)cc1OCC,4,-5,8,8,-1,4,-1,-3,-3,-0.9
CC(=O)c1ccc(N2CCN(C(=O)CCN3C(=S)NC(C)(C)CC3C)CC2)cc1 (stereo unspecified),8,4,-10,-6,-1,1,-1,-1,-4,1.4
COc1ccc(C(=O)/C=C/Nc2cc(C)ccn2)cc1,-8,-17,2,-9,8,8,3,0,0,0.8

# Of the compounds above, these contain an NH in an aromatic ring:
SMILES,ABHD4 inh,HTRA1 inhibitor,NR1D1 modulator,ASAP1 inh,GC-A act,ARFGAP1 inh,SMARCA2 activ,GC-B act,rCAG binder,PG9 binder
O=c1cc(CSc2nnnn2-c2ccccc2)nc2nc[nH]n12,1,-7,2,-1,1,-10,-3,1,-1,3.3
O=C(CCn1c(=O)[nH]c2ccsc2c1=O)N1CCN(c2cccc(Cl)c2)CC1,-1,5,.,-14,.,-7,-1,.,-2,0.4
Cc1[nH]c(C)c(S(=O)(=O)NCC(C)c2ccccc2)c1C(=O)N1CCCCC1 (stereo unspecified),0,7,1,14,-3,-1,-1,1,-4,-2.0
N#Cc1c(N)n[nH]c1-c1cc2c([nH]1)CCCC2,11,6,-6,-12,-6,-7,1,-2,7,-1.2

# (next part)
SMILES,ABHD4 inh,HTRA1 inhibitor,NR1D1 modulator,ASAP1 inh,GC-A act,ARFGAP1 inh,SMARCA2 activ,GC-B act,rCAG binder,PG9 binder
Cc1cccc(C)c1N=C1SC(CC(=O)Nc2c(C)cccc2C)C(=O)N1CCc1ccccn1 (stereo unspecified),-2,-4,-4,-4,1,3,-3,8,-1,0.6
Cc1cccc(NC(=O)CCc2ccc(S(=O)(=O)NC3CCCCC3)cc2)c1,-9,-27,0,-12,0,13,-1,6,7,-2.1
COc1ccc(CC(=O)Oc2ccccc2C)cc1S(=O)(=O)N1CCOCC1,-1,-1,-6,6,0,-3,0,0,-1,-0.6
COc1ccc(CC(=O)NCc2n[nH]c(=S)n2-c2ccc(Br)cc2)cc1,0,3,-1,-1,1,-14,0,-1,4,1.3
Cc1cc(C)c(NC(=O)CSc2nnc(SCC(=O)Nc3c(C)cc(C)cc3C)n2N)c(C)c1,-6,-5,-1,-1,-3,-19,1,-1,2,-0.2
CCCNC(=O)C1(C)CCCN(Cc2cc3ccccc3o2)C1 (stereo unspecified),-3,.,0,8,0,-5,-5,-4,-3,1.1
COc1ccc(-c2nnc3ccc(SCC(=O)N4CCCCC4)nn23)cc1OC,5,5,-3,1,-3,7,4,-8,-2,2.8
COc1cc(=O)[nH]c(SC(C)C(=O)Nc2nc3c(s2)CCCC3)n1 (stereo unspecified),1,8,7,-1,-5,-8,2,1,3,-1.5
O=C(Cn1cnc2c(cnn2-c2ccccc2)c1=O)N1CCN(c2ccc(F)cc2)CC1,-8,3,2,5,0,-4,-4,-2,2,0.4
CCOC(=O)/C(C#N)=C(C)/C=C1\Sc2ccccc2N1CC,4,-9,21,3,17,-9,-1,31,0,-0.2
Cn1c(/C=N/NC(=O)c2ccccc2)nc2ccccc21,0,0,-1,-1,5,-2,-1,-9,1,-0.6
COc1cc(NC(=O)C2CCCN(S(=O)(=O)c3cnc[nH]3)C2)cc(OC)c1 (stereo unspecified),-11,-8,-3,2,-1,7,0,1,0,-2.0
CCOC(=O)N1CCc2c(sc3c2c(=O)n(Cc2ccccc2)c(=O)n3Cc2cccc(C)c2)C1,-8,-6,7,-3,-3,-2,-7,4,12,0.4
CCC(CC)NC(=O)CSc1nnc(-c2ccc(OC)cc2)n1C(C)C,2,-8,4,4,3,4,-1,1,-9,0.6

# Five of the entries above in order of their number in PG9 binder, rising.
Compound | ABHD4 inh | HTRA1 inhibitor | NR1D1 modulator | ASAP1 inh | GC-A act | ARFGAP1 inh | SMARCA2 activ | GC-B act | PG9 binder
Cn1c(/C=N/NC(=O)c2ccccc2)nc2ccccc21 | 0 | 0 | -1 | -1 | 5 | -2 | -1 | -9 | -0.6
Cc1cc(C)c(NC(=O)CSc2nnc(SCC(=O)Nc3c(C)cc(C)cc3C)n2N)c(C)c1 | -6 | -5 | -1 | -1 | -3 | -19 | 1 | -1 | -0.2
CCOC(=O)N1CCc2c(sc3c2c(=O)n(Cc2ccccc2)c(=O)n3Cc2cccc(C)c2)C1 | -8 | -6 | 7 | -3 | -3 | -2 | -7 | 4 | 0.4
CCC(CC)NC(=O)CSc1nnc(-c2ccc(OC)cc2)n1C(C)C | 2 | -8 | 4 | 4 | 3 | 4 | -1 | 1 | 0.6
CCCNC(=O)C1(C)CCCN(Cc2cc3ccccc3o2)C1 (stereo unspecified) | -3 | . | 0 | 8 | 0 | -5 | -5 | -4 | 1.1
